Assay outcomes as filed in PubChem.
OPRM1-OPRD1 ag = agonists of OPRM1-OPRD1 heterodimerization, primary screen, cell-based, luminescence. Mu-type opioid receptor (Homo sapiens) + Delta-type opioid receptor (Homo sapiens), …. cells. activation, % at 9.3 µM. actives 0.3% (n = 340,000); in the data active = activation above about 18%;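 also: 0% = vehicle-treated cells and 100% = reference agonist; values of inactives mirror those of a sister screen read the other way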
CAL PDZ FP = untagged CAL PDZ binding inhibitors, primary screen, biochemical, fluorescence polarization, HTS; Golgi-associated PDZ and coiled-coil motif-containing protein (Homo sapiens), Q9HD26; purified CAL PDZ, TMR-peptide fluorescence polarization, 1 h; inhibition, % at 24.9 µM; actives 0.92% (n = 300,000); AID 602252, 2012;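 active = mean inhibition of at least 30% with at least half of replicates also reaching 30%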;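 also: 0% = DMSO neutral control and 100% = excess unlabeled competitor peptide PRC23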
Keap1-Nrf2 PPI = Keap1-Nrf2 protein-protein interaction inhibitors, primary screen, biochemical, fluorescence polarization, single point; AID 504523, 2011; actives 0.15% (n = 340,000); Keap1 Kelch-Nrf2 peptide fluorescence polarization, 1536-well; inhibition, % at 9.4 µM; Kelch-like ECH-associated protein 1 (Homo sapiens), Q14145; in the data active = inhibition above about 12%;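 also: human Keap1 Kelch domain with fluorescein labeled Nrf2 9mer peptide probe; 0% = neutral control wells and 100% = peptide positive control; higher means more block of Keap1 binding to Nrf2 peptide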
Target sequence (Q14145 whole entry, looked up, the tested form may be a part): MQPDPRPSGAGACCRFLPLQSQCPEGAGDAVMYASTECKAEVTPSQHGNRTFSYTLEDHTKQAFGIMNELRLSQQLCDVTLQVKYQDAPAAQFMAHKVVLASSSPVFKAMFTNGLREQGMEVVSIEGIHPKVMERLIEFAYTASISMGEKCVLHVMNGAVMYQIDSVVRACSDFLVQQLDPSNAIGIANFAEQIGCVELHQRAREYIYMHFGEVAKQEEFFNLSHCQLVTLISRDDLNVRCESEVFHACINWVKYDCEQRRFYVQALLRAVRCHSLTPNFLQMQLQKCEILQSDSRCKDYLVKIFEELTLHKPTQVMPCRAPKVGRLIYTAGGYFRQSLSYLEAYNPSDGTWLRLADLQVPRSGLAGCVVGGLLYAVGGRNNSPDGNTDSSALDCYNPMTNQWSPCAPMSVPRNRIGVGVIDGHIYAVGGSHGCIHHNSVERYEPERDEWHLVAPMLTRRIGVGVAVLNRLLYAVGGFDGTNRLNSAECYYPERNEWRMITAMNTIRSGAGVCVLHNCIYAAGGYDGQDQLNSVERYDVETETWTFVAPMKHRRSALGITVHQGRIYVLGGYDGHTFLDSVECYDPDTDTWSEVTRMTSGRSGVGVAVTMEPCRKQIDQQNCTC
OPRM1-OPRD1 inv = inverse agonists of MOR-DOR heterodimerization, primary screen, cell-based, luminescence | Mu-type opioid receptor (Homo sapiens) + Delta-type opioid receptor (Homo sapiens), … | cell-based MOR-DOR heterodimer luminescence, inverse agonism | inhibition, % at 9.3 µM | actives 0.21% (n = 340,000) | AID 504357, 2011; in the data active = inhibition above about 22%, passing the limit was not always enough;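 also: 0% = cells with DMSO and 100% = wells without cells with DMSO; values of inactives mirror those of a sister screen read the other way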
V-ATPase pH = regulators of yeast V-ATPase proton pumping, primary screen, pHLuorin cytosolic pH fluorescence | S. cerevisiae | response, % at 10 µM | actives 0.37% (n = 350,000) | AID 504577, 2011; in the data active = response mostly above about 7.3%, no sharp cut-off; inactive = mostly below about 5.4%; also: actives read high; inactives centre near 0; some compounds called inactive have numbers as strong as hits; reference of the scale not given here
RTF Ca sens act = cardiac RTF calcium sensitivity activators, primary screen, biochemical, IANBD-TnC fluorescence, EC20 calcium | Troponin I, cardiac muscle (Homo sapiens) + Troponin T, cardiac muscle (Homo sapiens) + … | IANBD-labeled TnC RTF fluorescence at EC20 calcium; 0% EC20 calcium, 100% full calcium | activation, % at 7.2 µM | actives 0.24% (n = 340,000) | AID 493008, 2010;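 active = activation above the mean over all tested compounds plus 3 SD, cut at about 30% in these data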;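 also: rise in fluorescence read as greater calcium sensitivity of cardiac thin filaments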
HTR5A ag = HTR5A agonists in luminescence cell assay, primary screen, counter-screen for OPRM1-OPRD1 heterodimer agonist project, full-deck HTS. actives 0.61% (n = 340,000). cell-based. activation, % at 9.3 µM. 5-hydroxytryptamine receptor 5A (Homo sapiens), P47898; in the data active = activation mostly above about 9.5%, no sharp cut-off; inactive = mostly below about 7.6%;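 also: 0% = cells with vehicle only and 100% = reference agonist; strong numbers were not always called active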
Target sequence (P47898 whole entry, looked up): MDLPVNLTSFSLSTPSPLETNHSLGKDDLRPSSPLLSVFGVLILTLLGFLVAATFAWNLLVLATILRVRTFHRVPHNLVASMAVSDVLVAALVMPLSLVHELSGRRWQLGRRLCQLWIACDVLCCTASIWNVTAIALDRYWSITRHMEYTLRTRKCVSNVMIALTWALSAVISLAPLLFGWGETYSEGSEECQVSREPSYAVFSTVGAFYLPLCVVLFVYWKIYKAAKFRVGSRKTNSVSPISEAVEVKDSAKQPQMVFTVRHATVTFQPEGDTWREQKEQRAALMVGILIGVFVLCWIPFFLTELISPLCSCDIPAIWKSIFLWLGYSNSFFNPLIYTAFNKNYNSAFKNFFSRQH
Cardiac RTF inh = cardiac RTF calcium sensitivity inhibitors, primary screen, biochemical, IANBD-TnC fluorescence, EC70 calcium. actives 0.12% (n = 340,000). AID 493244, 2011. Troponin I, cardiac muscle (Homo sapiens) + Troponin T, cardiac muscle (Homo sapiens) + …. IANBD-labeled cardiac RTF, Ca2+ fluorescence. inhibition, % at 7.15 µM;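 active = inhibition above the mean inhibition of all tested compounds plus 3 SD, cut at about 17% in these data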;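 also: assay run at fixed EC70 calcium of 1.6 mM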
HTR5A inv ag = HTR5A inverse agonists in luminescence cell assay, primary screen, counter-screen for OPRM1-OPRD1 heterodimer inverse agonist project, full-deck HTS; inhibition, % at 9.3 µM; actives 0.083% (n = 340,000); HTR5A cell line, inverse agonism; 5-hydroxytryptamine receptor 5A (Homo sapiens), P47898; in the data active = inhibition mostly above about 23%, no sharp cut-off; inactive = mostly below about 18%;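 also: 0% = cells with DMSO and 100% = no-cell wells with DMSO; some compounds called inactive have numbers as strong as hits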
LANA DNA inh = inhibitors of KSHV C-LANA binding to DNA, primary screen, biochemical, fluorescence polarization, FAM-LBS DNA, MBP-C-LANA, single point; Kaposi's sarcoma herpesvirus LANA C-terminal domain (residues 932-1162) DNA binding; inhibition, % at 9 µM; actives 0.078% (n = 340,000); AID 504423, 2011;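 active = highest replicate inhibition at or above 60% at 9 µM, even if other replicates fall short; inactive = all replicates below 60% inhibition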;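 also: 0% = neutral control wells and 100% = 4 µM acridine orange control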
Active calls of the source: *; x = not tested or not shown.

Results follow in this order: V-ATPase pH, OPRM1-OPRD1 ag, HTR5A ag, LANA DNA inh, OPRM1-OPRD1 inv, CAL PDZ FP, Cardiac RTF inh, HTR5A inv ag, RTF Ca sens act, Keap1-Nrf2 PPI
- N#Cc1ccccc1OCC(=O)OCC(=O)NC1CCCC1
    -1.2, -0.3, 6.0, -7.3, 1.0, 2.3, -4.1, -5.2, -5.7, 3.9
- O=S(=O)(c1ccc(N2CCCC2)nc1)N1CCCC1
    7.2, -1.1, -1.3, 1.1, 5.3, 13.1, -10.4, 3.6, -0.4, -7.0
- CCOC(=O)c1ccc2c(c1)NC(=O)C(N1CCN(c3ccc(OC)cc3)CC1)S2 (configuration not stated)
    3.2, 9.6, 7.1, -0.2, -49.6, x, -0.9, -19.9, 3.2, -4.2
- Cc1cc(OC(C)C(=O)NCCc2c[nH]c3ccccc23)c2c(C)cc(=O)oc2c1 (configuration not stated)
    3.5, -2.4, 3.1, 3.0, 12.1, -0.1, 5.9, 13.6, 1.1, -5.3
- O=C(Cc1cccc(C(F)(F)F)c1)NCc1ccc(Cl)cc1
    -3.2, 0.5, 0.6, -1.9, -2.6, -4.0, -2.7, -9.7, -4.7, -0.9
- CCC(CC)Nc1ccc(C(CC(N)=O)NC(=O)Cc2ccc(Br)cc2)cc1[N+](=O)[O-] (configuration not stated)
    -1.4, -2.0, 2.6, 0.5, 11.1, -1.4, -17.3, -2.4, -3.6, -1.7
- CCc1ccc(S(=O)(=O)N/N=C\c2ccc([N+](=O)[O-])o2)cc1
    -2.6, 0.2, 1.5, 0.7, -0.9, -0.7, 4.4, -9.7, 2.8, -1.6
- COc1cc2c(cc1OC)CN(C(=O)c1cc(S(=O)(=O)N3CCOCC3)ccc1C)CC2
    3.7, -0.3, 2.4, 0.0, 1.8, -1.8, 0.0, -6.2, -17.5, 6.8
- O=C(CN(Cc1cccs1)C(=O)CNS(=O)(=O)c1ccc(F)cc1)NCc1ccco1
    1.5, -3.4, -1.8, -5.0, 14.3, -2.2, 2.5, -3.1, -4.2, -0.1
- CC(C)[C@H](N[C@@H](C)c1ccccc1)c1c(O)ccc2ccccc12
    3.8, -1.5, 1.4, -1.6, 7.0, 0.7, 1.3, -5.0, -5.9, -1.3
- C=CC[C@H](CC(=O)N(CCO)Cc1ccccc1)C(=O)N[C@@H](COC(=O)[C@H](CC=C)CC(=O)OC(C)(C)C)Cc1c[nH]c2ccccc12
    2.8, 0.6, -2.2, -1.3, -3.5, -1.4, -24.8, 3.1, 9.1, -4.8
- CC(C)CN(C(=O)COC(=O)c1ccccc1NCc1ccco1)c1c(N)n(Cc2ccccc2)c(=O)[nH]c1=O
    -3.2, -2.3, -1.8, 0.0, 11.3, -4.2, -0.6, 1.7, -18.1, 3.5
- CC1CN(C(=O)c2cc([N+](=O)[O-])cc([N+](=O)[O-])c2)CC(C)O1 (configuration not stated)
    1.8, 3.2, 4.1, 1.1, -17.3, -2.7, 3.8, 18.1, -2.6, 0.0
- CCOc1ccc(NC(=O)Nc2ccc(N(C)C(C)=O)cc2)cc1
    0.5, -3.4, -0.7, 1.2, 20.5, 6.7, 1.0, 1.5, -1.5, 2.4
- O=c1[nH]nc(CNc2cccc(C(F)(F)F)c2)c2ccccc12
    -2.5, 2.2, 6.8, 0.1, -14.1, -4.1, -13.5, -13.2, -3.0, -4.4
- O=C(NCc1ccc2c(c1)OCO2)c1ccc(CN2CCc3ccccc3C2)cc1
    -3.3, 0.9, 5.5, 0.9, -4.8, -3.5, -5.2, -19.9, -1.3, 3.4
- O=C(CCN1C(=O)S/C(=C\c2ccccc2)C1=O)NC1CCS(=O)(=O)C1 (configuration not stated)
    -0.1, -2.7, 4.0, -2.0, 14.0, x, 0.6, 10.9, 0.4, -7.6
- COc1ccc(CNC(=O)Cn2nc(C(F)(F)F)cc2C)cc1
    -2.2, 0.4, 6.2, -0.8, -3.0, 0.5, -3.6, -17.1, -1.6, -0.2
- COc1c(O)cnn(-c2ccccc2)c1=O
    -2.7, -0.7, 0.9, 0.5, 3.5, -7.6, -3.9, -28.0, 0.9, 2.0
- Cc1cc2ccccn2c1C(=O)c1ccncc1
    0.9, -1.7, -5.3, -0.5, 9.5, -3.7, -1.7, 13.7, -1.9, -2.8
- CCCCC(=O)N1CCN(c2nc3ccc(Br)cc3s2)CC1
    7.9, 1.1, 1.1, 0.0, -5.9, -4.7, -9.8, -4.7, 1.4, 4.2
- Cc1cc(S(=O)(=O)NC2CCCCC2)ccc1OCC(=O)NCC1CCCO1 (configuration not stated)
    -0.1, -2.5, 4.3, -3.5, 12.8, -4.3, 9.1, 10.0, -6.8, -0.8
- O=C(NCc1ccc(Cl)cc1)c1ccc(Br)o1
    1.4, -1.1, 14.0, -1.1, 6.1, 0.8, -7.2, -40.9, -1.3, 1.0
- Cc1ccn2c(=O)c(C(=O)NCCCN3CCCCC3C)c(O)nc2c1 (configuration not stated)
    -2.9, -2.4, 3.6, -0.1, 12.0, x, -6.8, 8.0, 1.6, 2.2
- Cc1cc(C)c2ccc3c(C)c(C)n(C)c3c2n1
    2.3, 5.0, 0.1, 1.4, -24.7, 0.5, -6.8, -0.4, 2.4, -0.1
- CC(NC(=O)C1CCC(CNc2c(N3CCOCC3)c(=O)c2=O)CC1)c1ccccc1 (configuration not stated)
    -2.3, -0.1, -4.9, 1.2, 0.4, x, -4.1, 12.6, -1.8, 3.3
- CCN=C1SC(C(=O)Nc2ccc(OC)cc2)CC(=O)N1CC (configuration not stated)
    5.6, -1.0, 0.4, -1.8, 5.0, -2.2, -0.8, -1.1, -2.5, -1.1
- COC(=O)c1cc(S(=O)(=O)NCCc2ccc(C)cc2)c[nH]1
    0.7, -3.0, -0.8, 0.6, 15.4, x, 1.2, 2.2, -5.5, 2.7
- COc1ccc(NC(=O)c2ccccc2-c2ccc(C(F)(F)F)cc2)cc1S(=O)(=O)N1CCOCC1
    -0.1, -0.6, -2.7, -10.8, 3.0, -2.4, -0.7, -10.3, 1.9, -2.9
- CCOC(=O)N1CCN(C(=O)C2CCN(S(=O)(=O)c3ccc(OC)cc3)CC2)CC1
    -2.1, -1.4, -3.6, -0.3, 7.2, -6.2, -3.9, -12.0, 0.9, 6.4
- O=C(O)CC/C(=N/NC(=O)c1cccs1)c1ccccc1
    0.3, 0.7, 0.4, -3.5, -4.0, 8.9, 7.5, -22.8, 1.9, 2.8
- CCOC(=O)N1CCC(N2C(=O)c3ccccc3C2Nc2ccc(S(=O)(=O)N3CCOCC3)cc2)CC1 (configuration not stated)
    1.5, -2.5, 2.1, 1.2, 12.6, x, -1.7, 21.2, 0.1, -3.0
- COc1cccc(CC(=O)Nc2nc3ccccc3[nH]2)c1
    -0.8, -1.1, 0.6, 0.3, 5.2, -2.0, 0.2, -1.6, 7.8, 2.4
- CC(NC(=O)Nc1cccc(F)c1)c1ccc2c(c1)OCO2 (configuration not stated)
    -4.0, -2.1, -6.5, -0.3, 8.6, -2.0, -6.3, 16.6, -4.8, -0.5
- O=C(O)Cc1ccc(C(=O)c2ccccc2)s1
    -2.7, 0.3, 3.8, 0.2, -1.4, -4.2, -18.3, 3.2, 9.5, -5.4
- COC(=O)Nc1ccc(S(=O)(=O)N2CCCc3ccccc32)cc1
    2.9, -2.2, 0.7, -2.2, 10.7, 0.0, -0.8, -1.6, -0.8, -7.8
- Cn1ccc(C(=O)OCC(=O)Nc2cccc(Cl)c2)n1
    -1.3, -1.7, 6.3, -0.4, 11.0, 11.9, -2.3, -17.8, -3.0, 0.1
- COc1cccc(CNc2ccc(F)c(Cl)c2)c1
    -0.7, 6.3, 6.1, -2.5, -37.1, -1.9, -1.4, -6.0, -8.6, -0.1
- COc1ccc(NS(=O)(=O)c2cccc(C(=O)NN=Cc3ccc(OC)cc3OC)c2)cc1
    2.6, 0.6, 1.3, 0.3, -2.9, x, 3.6, -4.6, 3.0, -1.7
- O=C(CCS(=O)(=O)c1ccccc1)N1CCOCC1
    -0.8, -2.9, -1.4, 2.4, 13.4, 1.5, -0.8, 3.6, 2.8, -4.0
- CC(Oc1cccc(Cl)c1)C(=O)N1CCCN(C)CC1 (configuration not stated)
    -1.0, -2.4, -2.1, -1.4, 9.8, 1.6, 0.9, 5.5, -5.2, -0.3
- Cc1cccc(-n2c(C)cc(/C=C3\C(=N)N4N=C(CC(C)C)SC4=NC3=O)c2C)c1
    0.9, 0.6, -1.6, 1.7, -3.1, -0.8, 3.0, 5.6, 2.5, 0.1
- CC(C)c1nc(CNC(=O)C2CCC(=O)N(Cc3ccc(Cl)cc3)C2)no1 (configuration not stated)
    -2.1, -3.4, -1.2, 0.6, 17.8, -2.6, -7.5, 4.0, 4.5, -5.1
- COCCNC(=O)CCn1nc(-c2ccc(Cl)cc2)c2ccccc2c1=O
    -0.8, -4.3, -3.1, -1.8, 19.2, -11.6, -11.6, 11.6, -0.8, -1.6
- COc1ccc(-n2c(SCC(=O)NCCCN3CCCC3=O)nnc2C(C)N2CCCCC2)cc1 (configuration not stated)
    -2.3, -1.4, 0.1, -0.1, 6.4, -0.1, -4.8, -0.3, -3.2, -4.0
- COc1ccc(NC(=O)Nc2cc(C)ccc2F)cc1OC
    -2.7, 1.7, 2.3, -1.0, -11.9, -0.9, 5.0, -6.3, -3.9, 2.0
- CN(C)CCOC(C1CCCCC1)C1CCCCC1
    -2.4, 5.8, -2.3, -2.0, -31.6, 1.6, -4.4, -14.0, -3.1, -0.7
- Fc1ccccc1-c1n[nH]c(=S)n1CC1CCCO1 (configuration not stated)
    -0.2, -3.1, 1.8, -0.9, 15.2, 8.4, 3.3, 5.3, -4.4, -4.2
- Cn1c(=O)c(=O)n(C)c2cc(S(=O)(=O)N3CCCCC3)ccc21
    2.9, -1.7, -5.9, -0.2, 8.0, x, -6.4, 14.2, -5.8, 3.4
- COCCN(C(=O)CSc1nc2ccc(Cl)cc2[nH]1)c1c(N)n(Cc2ccccc2)c(=O)[nH]c1=O
    0.7, -0.4, -4.0, 0.6, 2.0, -5.0, -8.9, 9.5, -5.9, 1.5

3 entries from above, ordered by the number in V-ATPase pH, high to low:
SMILES | V-ATPase pH
O=S(=O)(c1ccc(N2CCCC2)nc1)N1CCCC1 | 7.2
CCOC(=O)N1CCN(C(=O)C2CCN(S(=O)(=O)c3ccc(OC)cc3)CC2)CC1 | -2.1
CC(C)CN(C(=O)COC(=O)c1ccccc1NCc1ccco1)c1c(N)n(Cc2ccccc2)c(=O)[nH]c1=O | -3.2
